Screening data: PubChem, several laboratories
NRP1-CendR mod = modulators of CendR peptide binding to NRP-1, primary screen, biochemical, fluorescence polarization, uHTS | hit rate 0.85% among 360,000 | FAM-RPARPAR peptide binding to NRP-1 | inhibition, % at 25 µM | AID 602438, 2012 | Neuropilin-1 (Homo sapiens), O14786;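 active = inhibition or corrected inhibition above about 18%, plus a signal ratio from 0.5 to 1.5, limit read from the data, passing the limit was not always enough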; note: strong numbers were not always called active
FAS-TE inh = FAS thioesterase domain inhibitors, primary screen, biochemical, fluorescence intensity, uHTS | AID 602261, 2012 | inhibition, % at 15 µM | recombinant FAS-TE, OMFH fluorogenic substrate, fluorescence endpoint | Fatty acid synthase (Homo sapiens), P49327 | hit rate 0.67% among 360,000;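 active = compounds whose normalised, plate-corrected inhibition of enzyme fluorescence in the single-dose primary screen is 50% or more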;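 note: 0% = DMSO with enzyme and 100% = substrate without enzyme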
eLon inh = inhibitors of E. coli Lon protease, primary screen, biochemical, fluorescence polarization | inhibition, % at 7.94 µM | P0A9M0 | AID 602123, 2011 | purified E. coli Lon protease | hit rate 0.42% among 360,000; in the data active = inhibition above about 13%, passing the limit was not always enough;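 note: 0% = enzyme with probe and DMSO and 100% = no enzyme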
PABP1 MLLE inh = inhibitors of PABP1 MLLE–PAM2 peptide binding, primary screen, biochemical, fluorescence polarization, FITC-PAM2, GST-MLLE | inhibition, % at 20 µM | hit rate 0.36% among 360,000 | AID 588489, 2011; in the data active = inhibition above about 35%, passing the limit was not always enough;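 note: plate controls were DMSO wells with GST-MLLE for no effect and wells lacking GST-MLLE protein for full effect; some results filed as inactive read as strong as hits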
Target sequence (P11940 whole entry, looked up): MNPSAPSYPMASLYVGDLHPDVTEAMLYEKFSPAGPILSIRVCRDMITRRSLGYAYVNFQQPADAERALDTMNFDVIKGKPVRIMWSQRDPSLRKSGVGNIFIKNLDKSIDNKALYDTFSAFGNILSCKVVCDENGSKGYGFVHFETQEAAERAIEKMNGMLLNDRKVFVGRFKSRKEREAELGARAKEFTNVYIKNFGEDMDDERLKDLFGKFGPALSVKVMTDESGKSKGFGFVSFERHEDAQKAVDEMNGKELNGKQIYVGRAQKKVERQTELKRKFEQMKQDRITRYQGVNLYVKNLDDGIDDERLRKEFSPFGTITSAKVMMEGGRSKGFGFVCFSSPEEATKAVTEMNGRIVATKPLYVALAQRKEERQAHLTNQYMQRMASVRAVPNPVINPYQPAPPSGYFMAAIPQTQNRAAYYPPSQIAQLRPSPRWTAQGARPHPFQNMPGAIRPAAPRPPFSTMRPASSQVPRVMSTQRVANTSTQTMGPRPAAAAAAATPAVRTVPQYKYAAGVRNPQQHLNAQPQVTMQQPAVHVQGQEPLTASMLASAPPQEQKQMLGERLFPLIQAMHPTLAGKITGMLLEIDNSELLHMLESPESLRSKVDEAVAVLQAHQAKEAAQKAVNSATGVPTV
MT1-MMP act inh = blockers of MT1-MMP proenzyme processing, primary screen, HT1080 RFP-PRO-GFP cells, GFP/RFP fluorescence; GFP/RFP ratio fluorescence, overnight; percent of plate control window, DMSO zero; GFP/RFP ratio change, % at 20 µM; hit rate 0.061% among 360,000; AID 651647, 2012;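 active = GFP/RFP ratio change of at least 30% with cell ATP level not reduced by more than half and red fluorescence within 50% of control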; note: strong numbers were not always called active
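Material: RFP-PRO-GFP reporter HT1080 cells. Dosing: single-point 20 µM compound, 1% DMSO. Controls: DMSO and RFP-L50D-GFP cell wells. Timing: cells overnight before dosing, compound overnight, 37 °C, 5% CO2. Measure: GFP/RFP fluorescence ratio.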
SKN-1 inh = suppressors of acrylamide-induced Pgst-4::GFP reporter in worms, primary screen, SKN-1 inhibitor project, whole organism, uHTS, GFP/RFP fluorescence ratio, strain VP596. C. elegans VP596 Pgst-4::GFP/RFP ratio, 24 h. inhibition, % at 21.8 µM. hit rate 0.49% among 360,000. AID 624304, 2012;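 active = interference check ratio from 0.5 to 1.5 plus GFP to RFP signal ratio inhibition reaching or exceeding a fixed threshold, cut at about 30% in these data, passing the limit was not always enough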; note: some compounds called inactive have numbers as strong as hits
MsrA act = bovine MsrA enzyme activators, primary screen, biochemical, absorbance, HTS; hit rate 0.3% among 360,000; purified bovine MsrA, absorbance read-out; activation, % at 10.6 µM; Methionine sulfoxide reductase A (Bos taurus); in the data active = activation above about 7.5%;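 note: 0% = vehicle and 100% = reference activator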
TbMetRS inhib = T. brucei MetRS inhibitors, primary screen, biochemical, luminescence. hit rate 0.4% among 360,000. purified T. brucei MetRS, ATP depletion, Kinase-Glo luminescence. inhibition, % at 11.9 µM. methionyl-tRNA synthetase (Trypanosoma brucei brucei). AID 624268, 2012;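 active = inhibition above a per-plate cutoff of the control wells' mean inhibition plus 3 SD, cut at about 5.5% in these data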;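 note: 0% = DMSO wells median and 100% = median of wells with control inhibitor compound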
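Dosing: 11.9 µM single point; system: parasite MetRS enzyme; technique: luminescence of leftover ATP; times: 15 min enzyme-compound preincubation, 2 h reaction, 10 min detection, 25 °C; replicates: each compound tested once; read-out basis: percent inhibition relative to median high and low control wells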
MsrA inhibitor = bovine MsrA enzyme inhibitors, primary screen, biochemical, absorbance, HTS; Methionine sulfoxide reductase A (Bos taurus); purified bovine MsrA, absorbance read-out; inhibition, % at 15.5 µM; hit rate 0.75% among 360,000; in the data active = inhibition above about 4.5%;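 note: 0% = vehicle wells with enzyme and 100% = reference inhibitor wells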
Starred values were filed as active, the others as inactive; . = no result given. Compounds were not picked by outcome; overall some 4% were active at least once.

The line under a structure holds: TbMetRS inhib	NRP1-CendR mod	MsrA act	MsrA inhibitor	FAS-TE inh	eLon inh	PABP1 MLLE inh	SKN-1 inh	MT1-MMP act inh
(1) CN(C)S(=O)(=O)c1cccc(NC(=O)CN2C(=O)NC(Cc3c[nH]c4ccccc34)C2=O)c1 (stereo unspecified)
  -0.2	10	-4	2.2	-3	-11	-31	-8	-1
(2) Cc1ccc(C2=NCCNC2=O)c(C)c1
  -0.4	-10	-13	0.7	-8	5	-4	2	1
(3) O=C(NCc1ccco1)c1ccccc1
  -0.8	0	-4	0.8	-2	1	-4	10	-4
(4) CC(c1ccccc1)n1c(-c2ccncc2)n[nH]c1=S (stereo unspecified)
  -0.8	2	-4	-1.7	-2	-3	1	10	4
(5) CN(c1ccccc1)S(=O)(=O)c1ccc(C(=O)N2CCN(c3ccccc3Cl)CC2)cc1
  -0.2	2	-2	0.9	35	6	8	-19	-3
(6) O=C1N=C2SCCN2/C1=C\c1ccccc1Cl
  -0.4	-6	-1	-0.2	-12	-1	39*	1	1
(7) c1ccc(-n2c(-c3ccco3)nnc2-c2ccco2)cc1
  -0.7	-8	-4	-0.5	-7	7	1	6	-2
(8) Cc1noc(NS(=O)(=O)c2ccc(NC(=O)c3ccccc3NS(=O)(=O)c3ccc(F)c(F)c3)cc2)c1C
  -0.1	-18	-4	0.7	-6	-5	16	8	-1
(9) COc1ccc(CCNS(=O)(=O)c2ccc3[nH]c(=O)[nH]c3c2)cc1
  -0.1	9	-2	-0.8	-4	-13	-2	6	-1
(10) CC(=O)Nc1ccc(C(=O)OCC(=O)Nc2ccc(S(=O)(=O)N3CCOCC3)cc2)cc1
  -0.3	8	4	-0.1	-6	-1	-13	17	-3
(11) O=C(/C=C1\SC(=O)NC1=O)Nc1ccc(C(=O)O)cc1
  -0.6	-8	-5	3.0	-4	-4	0	2	3
(12) CCOc1ccccc1CNS(=O)(=O)c1ccc2[nH]c(=O)sc2c1
  -0.2	-8	-3	0.7	0	-13	-25	-5	2
(13) O=C(CSc1nc2ccccc2s1)c1cc2ccccc2o1
  1.1	-10	0	.	28	-39	-10	34	-26
(14) CC1C(=O)N2CCCc3cc(NC(=O)C(=O)NCCc4ccc(F)cc4)cc1c32 (stereo unspecified)
  -0.2	-4	-3	0.3	7	-7	7	8	3
(15) Cc1ccc(CC2CC(=O)N(c3cc(C)ccc3C)C2=O)cc1 (stereo unspecified)
  -0.3	50*	-1	-0.8	4	0	-1	-10	2

(more compounds)
The line under a structure holds: TbMetRS inhib	NRP1-CendR mod	MsrA act	MsrA inhibitor	FAS-TE inh	eLon inh	PABP1 MLLE inh	SKN-1 inh	MT1-MMP act inh
(16) c1ccc(-n2nnc3ccccc32)nc1
  0.0	-18	0	-0.2	-4	-5	0	24	1
(17) CCn1cc(C(=O)NCCCN2CC(C)CC(C)C2)c(=O)c2cc(S(=O)(=O)N(C)C3CCCCC3)ccc21 (stereo unspecified)
  -0.8	5	-3	1.1	-2	6	3	5	-5
(18) CCc1ccc(C2=NNC(=Nc3c(C)n(C)n(-c4ccccc4)c3=O)SC2)cc1
  -0.2	-2	-2	0.8	2	1	18	12	-3
(19) O=C(NNc1cccc([N+](=O)[O-])c1)/C(=C\c1cccnc1)NC(=O)c1ccccc1
  -0.3	16	-3	4.0	66*	8	-32	-1	1
(20) Cc1cc2cc(CNC(=O)Nc3ccc(Cl)c(Cl)c3)ccc2n1C
  -0.6	19*	0	0.2	2	23*	82	66	46
(21) CC1CCCN(C(=O)C2CCN(S(=O)(=O)c3ccccc3)CC2)C1 (stereo unspecified)
  -0.2	-3	0	-1.6	-6	-10	6	5	-1
(22) CCOc1ccc(C(=O)CCC(=O)NCC(=O)OCc2ccccc2)cc1OCC
  -0.4	-15	-10	0.9	-7	-20	-31	-13	-2
(23) CC(C(=O)NN)c1ccc([N+](=O)[O-])cc1 (stereo unspecified)
  -1.4	3	-10	-1.6	-1	-4	-9	0	-4
(24) Cc1onc(C(=O)Nc2ccc3c(c2)OCO3)c1[N+](=O)[O-]
  -0.3	-4	-1	.	-9	3	-5	-4	-3
(25) C[C@H](NC(=O)C1CCN(C(=O)[C@@H]2CCCN2C(=O)OC(C)(C)C)CC1)C(=O)NCc1ccc(F)cc1
  -1.6	-12	-1	-0.4	2	2	2	1	3
(26) O=C(CN1CCN(Cc2ccc(Cl)cc2)CC1)N/N=C/c1ccncc1
  -1.4	0	-9	-0.1	-15	2	8	11	1
(27) O=C(Oc1ccc(NC2=NS(=O)(=O)c3ccccc32)cc1)c1cccnc1
  1.5	-2	-3	0.9	-3	-5	10	2	6
(28) COc1cc(CCCN2CCNC[C@@H]2Cc2ccc(O)cc2)cc(OC)c1OC
  -0.3	1	-3	1.4	-13	4	-2	8	-9
(29) NS(=O)(=O)c1ccc(N2CCOCC2)c(C(=O)NCc2cccs2)c1
  -0.4	8	-13	-0.1	-3	-4	-2	18	-4
(30) O=NN(CC(=O)NN=CC=Cc1ccccc1)CC(=O)NN=CC=Cc1ccccc1
  0.5	-18	-3	4.3	9	-3	-4	1	5

Continued.
The line under a structure holds: TbMetRS inhib	NRP1-CendR mod	MsrA act	MsrA inhibitor	FAS-TE inh	eLon inh	PABP1 MLLE inh	SKN-1 inh	MT1-MMP act inh
(31) CC(C)(C)OC(=O)C[C@H]1C/C=C\C[C@@H](CC(=O)N(CCO)Cc2ccccc2)C(=O)N[C@H](Cc2c[nH]c3ccccc23)COC1=O
  -0.1	0	-2	-0.9	-3	-4	-6	4	1
(32) C=CCNC(=O)c1cccc(Br)c1
  -0.3	-1	1	0.2	-3	-8	-4	1	3
(33) OC(c1cccc(Cl)c1)c1ncc(-c2ccc(Oc3ccccc3)cc2)[nH]1 (stereo unspecified)
  -0.1	-11	0	-0.4	16	-1	5	-2	0
(34) Cc1ccc(-c2cc(C(=O)NCCCn3ccnc3)no2)cc1
  -0.5	3	-2	-0.5	-9	2	2	-8	4
(35) COc1ccc(-c2sc3ccc(N4CCOCC4)cc3c2C#CC(C)(C)O)cc1
  -0.2	-4	-1	-1.5	-1	-1	7	1	8
(36) COc1ccccc1NC(=O)c1cn(C)c(=O)c2cc(OC)c(OC)cc12
  -0.3	7	-3	-0.6	-2	-3	14	-5	13
(37) O=C(Nc1cccc(S(=O)(=O)N2CCOCC2)c1)c1cn(-c2ccccc2)nc1-c1ccc(F)cc1
  -0.1	-9	-2	0.8	41	-10	-4	-7	4
(38) CC(C)(C)c1ccc(Oc2ccc(NC(=O)c3ccco3)cn2)cc1
  -1.1	7	-13	0.2	17	-1	0	3	-13
(39) Nc1nc(-c2ccccc2)cc(-c2ccccc2)n1
  -0.9	-16	-12	1.4	6	-1	5	16	-2
(40) N#Cc1ccccc1NC(=O)COC(=O)c1ccc(S(=O)(=O)N2CCCC2)cc1
  -0.5	-13	-6	-0.7	3	3	0	-1	2
(41) COc1ccc(C(=O)N2CCC2(C)C(=O)O)cc1C(F)(F)F (stereo unspecified)
  0.3	-4	-4	0.7	-6	-1	0	9	-1
(42) O=[N+]([O-])c1ccc(/C=N/Nc2ncc(-c3ccccc3)cn2)cc1
  0.3	-20	-1	-1.0	-6	-1	-10	3	-2
(43) COc1ccc(C(=O)NC2=Nc3ccccc3N=C(C)C2c2ccccc2)cc1 (stereo unspecified)
  2.1	-12	-3	1.1	31	-5	1	20	7
(44) Cc1ccc(S(=O)(=O)N2CCOCC2)cc1C(=O)N1c2ccccc2Sc2ccccc21
  -1.5	11	0	-1.4	15	6	-3	-13	-8
(45) CCc1nnc(NC(=O)CN2CCN(c3ccccc3OC)CC2)s1
  -0.5	-2	-3	0.1	-8	0	-15	-2	-1

(listing goes on)
The line under a structure holds: TbMetRS inhib	NRP1-CendR mod	MsrA act	MsrA inhibitor	FAS-TE inh	eLon inh	PABP1 MLLE inh	SKN-1 inh	MT1-MMP act inh
(46) CCCC1(C(=O)O)NC(c2ccccc2O)C2C(=O)N(Cc3ccccc3)C(=O)C21 (stereo unspecified)
  -0.2	4	-1	1.1	-4	5	0	-2	-4
(47) COCCCNc1nc2ccccc2nc1NS(=O)(=O)c1cc(Cl)ccc1Cl
  -0.5	-4	-4	2.5	0	-8	4	5	3
(48) CC(=O)/C(CN1CCCCC1)=N\O
  -0.9	-4	1	0.9	-10	-1	1	21	2
(49) CC(C)(C)c1nnc(NC(=O)CCn2cnc3ccccc3c2=O)s1
  0.1	-10	-3	-0.5	-5	4	8	-9	2
(50) CSCC[C@H](NC(=O)[C@H](Cc1ccccc1)n1c(=O)[nH]c2ccccc2c1=O)C(=O)N1CCC[C@@H]1C(=O)O
  1.7	4	-1	0.1	-3	-5	-13	6	10
(51) CCNc1nc(CC)nc2c1oc1ccccc12
  0.0	8	-3	-1.0	0	-2	-7	12	0
(52) CCN(CC)S(=O)(=O)c1cc(NS(=O)(=O)c2cccc(Cl)c2)ccc1C
  -0.2	2	-4	-0.5	3	-5	-2	3	-2
(53) COc1ccc(NC(=O)c2cccc(NC3=NC4CS(=O)(=O)CC4S3)c2)cc1Cl (stereo unspecified)
  -0.6	-6	-7	-0.7	-4	6	-125	-15	1
(54) Cn1c(=O)[nH]c(=O)c2c1nc(CN1CCN(c3ccccc3F)CC1)n2CCc1ccccc1
  -1.1	-10	-7	0.3	4	-10	-13	-13	-4
(55) C[C@H]1CN=C(Nc2ccccc2)N1CC1CCCCC1
  -0.2	0	-2	-0.7	-12	-7	7	5	0
(56) O=S(=O)([N-]c1nc2ccccc2nc1-[n+]1ccc(CCCc2ccccc2)cc1)c1cccs1
  -0.6	-4	-12	0.7	1	14	29	-2	-7
(57) CC(C)Cc1ccc(S(=O)(=O)N2CCCC2)cc1
  -0.7	-3	-10	0.2	8	3	1	16	3
(58) Cc1ccc(C(=O)Nc2ccc(Nc3ccccc3)cc2)cc1Br
  0.5	10	-3	-0.1	36	0	11	-10	10
